Compound activity deposited in PubChem BioAssay by several laboratories.
MEKK2wt PB1 HTS: raises or lowers MEK5 binding to wildtype human MEKK2 PB1 domain; 1.1% of 290,000 active; AID 1531; bead flow cytometry, Alexa488-MEK5 binding to MEKK2 WT; actives lie on both sides; Q9Y2U5; binding response (% of control), % at 10 µM; in the data active = binding response below about 67% or above about 130%
IDE inh: cellular human IDE inhibition. P14735. HEK cells, FAbetaB cleavage, fluorescence polarization. inhibition, % at 5.59 µM. 0.41% of 320,000 active. AID 434962;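 active = percent inhibition above the average of all tested compounds plus 3 SD, set per screening campaign, cut at about 16% in these data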;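 note: IDE supplied by intact live HEK cells; FP after avidin binding of uncleaved biotin substrate so inhibition keeps polarization high; 0% = DMSO wells and 100% = 60 µM reference IDE inhibitor Ii1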
MEKK3 PB1 HTS: modulators (inhibitors or enhancers) of MEK5 binding to human MEKK3 PB1 domain | Q99759 | bead-based flow cytometry, Alexa488-MEK5 binding to MEKK3; actives lie on both sides; 0 = blocked by unlabeled MEK5, 100 = vehicle | binding response (% of control), % at 10 µM | 1.4% of 290,000 active;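 active = binding response more than 3 SD above or below the average of its plate-row segment, actives on both sides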;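 note: Alexa488 bead fluorescence after subtracting the streptavidin-only scavenger bead signal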
NALP1 inh: inhibitors of NALP1 inflammasome in yeast; S. cerevisiae NALP1/ASC/caspase-1 growth, X-gal OD620, 72 h; inhibition, % at 10 µM; 0.61% of 280,000 active; AID 2071; in the data active = inhibition mostly above about 24%, no sharp cut-off; inactive = mostly below about 32%; note: some compounds called inactive have numbers as strong as hits
IDE cell activ: activators of human insulin-degrading enzyme in cells; HEK cells, FAbeta-B cleavage, fluorescence polarization; 0% vehicle, 100% cell-free pure enzyme wells; activation, % at 5.96 µM; P14735; 0.073% of 340,000 active;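 active = activation above the mean of all tested compounds plus 3 SD, set per screening campaign, cut at about 17% in these data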
pCIP destab: compounds decreasing mouse p/CIP protein stability; Q05BA5; F442A p/CIP-EGFP cells, EGFP fluorescence, 16 h; decrease of EGFP signal, % at 10 µM; 0.01% of 290,000 active; AID 1984;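 active = EGFP signal decrease of at least 30% at 10 µM or well 3 SD below plate mean, unless failing retest; inactive = the rest, including hits failing retest or dose response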; note: some compounds called inactive have numbers as strong as hits; many of its hits are not listed in these tables
Target sequence (Q05BA5 1-1403): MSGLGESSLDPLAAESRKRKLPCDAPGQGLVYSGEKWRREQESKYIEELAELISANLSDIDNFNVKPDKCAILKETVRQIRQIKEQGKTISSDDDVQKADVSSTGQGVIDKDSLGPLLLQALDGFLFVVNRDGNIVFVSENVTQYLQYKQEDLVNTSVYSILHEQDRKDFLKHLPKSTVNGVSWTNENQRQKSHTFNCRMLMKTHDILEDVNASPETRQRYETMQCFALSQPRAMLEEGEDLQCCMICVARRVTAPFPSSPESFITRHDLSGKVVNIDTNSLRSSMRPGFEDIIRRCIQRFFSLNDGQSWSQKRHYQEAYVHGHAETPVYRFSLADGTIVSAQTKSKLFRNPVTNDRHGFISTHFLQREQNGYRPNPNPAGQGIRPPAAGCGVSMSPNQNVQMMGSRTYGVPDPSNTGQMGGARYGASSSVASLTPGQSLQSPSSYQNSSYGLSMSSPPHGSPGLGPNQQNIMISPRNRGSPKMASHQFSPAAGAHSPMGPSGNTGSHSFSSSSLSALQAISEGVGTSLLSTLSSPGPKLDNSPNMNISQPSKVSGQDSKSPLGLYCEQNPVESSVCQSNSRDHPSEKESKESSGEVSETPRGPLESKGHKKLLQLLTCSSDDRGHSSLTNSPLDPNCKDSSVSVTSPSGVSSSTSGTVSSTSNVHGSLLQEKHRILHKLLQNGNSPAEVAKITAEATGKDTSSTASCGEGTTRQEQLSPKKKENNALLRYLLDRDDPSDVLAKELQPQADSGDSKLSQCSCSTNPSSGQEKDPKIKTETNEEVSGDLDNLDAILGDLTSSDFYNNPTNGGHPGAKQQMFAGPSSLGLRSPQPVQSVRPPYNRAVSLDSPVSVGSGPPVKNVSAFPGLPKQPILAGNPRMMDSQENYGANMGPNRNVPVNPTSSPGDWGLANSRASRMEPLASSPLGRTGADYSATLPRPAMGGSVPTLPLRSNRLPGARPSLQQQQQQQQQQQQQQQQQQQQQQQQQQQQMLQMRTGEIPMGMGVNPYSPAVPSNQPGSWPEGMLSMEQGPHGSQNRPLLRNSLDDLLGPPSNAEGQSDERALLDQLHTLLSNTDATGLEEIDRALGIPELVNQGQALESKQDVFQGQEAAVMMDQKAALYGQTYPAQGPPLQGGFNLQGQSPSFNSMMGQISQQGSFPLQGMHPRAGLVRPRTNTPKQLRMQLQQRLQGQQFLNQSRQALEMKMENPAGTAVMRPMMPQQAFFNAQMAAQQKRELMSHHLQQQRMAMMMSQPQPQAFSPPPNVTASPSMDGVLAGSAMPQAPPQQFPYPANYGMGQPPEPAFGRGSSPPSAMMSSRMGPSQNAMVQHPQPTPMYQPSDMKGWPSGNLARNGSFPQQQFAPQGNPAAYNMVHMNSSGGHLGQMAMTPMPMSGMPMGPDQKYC
MEKK2 mut-MEK5: signal of MEK5 binding to mutant human MEKK2 PB1 domain | 0.35% of 290,000 active | percent response, % at 10 µM | AID 1530 | bead flow cytometry, Alexa488-MEK5 binding to MEKK2 mutant; in the data active = percent response above about 24%, passing the limit was not always enough; note: inactives centre near 1; some results filed as inactive read as strong as hits; reference of the scale not given here
UBC9 SUMO inh: blocks human SUMOylation mediated by UBC9 | 0.36% of 290,000 active | P63279 | HTRF SUMOylation assay, SAE1/SAE2 + UBC9, in vitro | inhibition, % at 35 µM; in the data active = inhibition above about 50%, passing the limit was not always enough; note: strong numbers were not always called active
PfM18AAP inh: PfM18AAP enzyme inhibition. recombinant PfM18AAP, H-Glu-NHMec fluorogenic cleavage. inhibition, % at 7.35 µM. 1.2% of 290,000 active;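 active = inhibition above the campaign mean inhibition over all tested compounds plus 3 SD, cut at about 28% in these data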;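 note: 0% = plate median of test compound wells and 100% = 2 mM ZnCl2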
The depositor's hits bear a star; . = not tested or not shown.

SMILES	MEKK2wt PB1 HTS	IDE inh	MEKK3 PB1 HTS	NALP1 inh	IDE cell activ	pCIP destab	MEKK2 mut-MEK5	UBC9 SUMO inh	PfM18AAP inh
COc1cc2cc(CN(CCCO)S(=O)(=O)c3ccccc3Cl)c(=O)[nH]c2cc1OC	100	5	106	8	-3	4	6	0	-5
CCCn1c(SCC(=O)NCc2ccco2)nnc1-c1ccncc1	88	0	98	12	1	-8	-10	20	10
COc1cc(C)nc(SCC(N)=O)n1	102	5	106	-9	0	-8	-2	-11	1
CCCOc1ccc(/C=C/C(=O)NC2CCCCC2)cc1	98	-7	95	-14	6	-4	0	0	-1
CC(=O)n1cc([C@@H]2C=C(C(=O)N3CCN(C)CC3)O[C@H](OCc3ccc(CO)cc3)C2)c2ccccc21	91	-3	88	.	-3	.	-4	.	.
CSc1nc(O)c(C(c2cccc([N+](=O)[O-])c2)c2c(O)nc(SC)[nH]c2=O)c(=O)[nH]1	113	-1	121	8	-3	-16	0	17	3
COc1ccccc1CNC(=O)C1CC(c2ccccc2[N+](=O)[O-])=NO1 (stereo not drawn)	99	3	94	1	6	-10	0	23	-18
CCn1c(=O)c([N+](=O)[O-])c(NCC(O)c2ccccc2)c2ccccc21 (stereo not drawn)	101	-6	110	22	2	-9	-1	11	12
Cc1ccc(S(=O)(=O)N2CCC(C(=O)N3Cc4ccccc4C3)CC2)cc1	107	2	103	4	-1	-16	4	14	3
Cc1ccc(C)c(S(=O)(=O)N2CCN(C(=O)Cn3cnc4c3c(=O)n(C)c(=O)n4C)CC2)c1	106	5	102	4	3	-13	7	2	-2
CC1=C(C(=O)OCc2ccccc2)C(/C=C/c2ccccc2)N2C(=O)CCSC2=N1 (stereo not drawn)	112	1	108	4	-5	1	-1	-1	2
CCOC(=O)C1CCN(Cc2ccc(F)cc2)CC1	102	14	108	-42	6	-2	6	-13	-3
CC(=O)NC(=S)Nc1sc2c(c1C#N)CCCCC2	105	.	102	11	-7	-4	6	-2	4
O=C(c1ccc2c3c(cccc13)CC2)N1CCN(c2ncccn2)CC1	105	-2	104	.	-4	.	5	.	5
NC(=O)C12CCCC(Br)(CCC1)C2	96	1	86	.	9	-2	-25	-1	1
CN(C(=O)CSc1nc(O)cc(=O)n1-c1ccccc1F)c1ccccc1	108	3	106	8	-1	-2	7	3	0
Cc1ccc(OCCC(=O)OCC(=O)NCCc2ccccc2)cc1	95	-4	99	-4	2	-5	-12	6	-5
CCOC(=O)c1sc(NC(=S)NC(=O)c2ccco2)nc1C	101	0	107	26	5	8	-1	-3	5
CCOc1ccc2c(c1)c1nnc(SCC3CCCO3)nc1n2C (stereo not drawn)	89	-1	95	-6	-1	-12	-1	1	3
CCc1c(C)[nH]c2c1C(=O)C(CN1CCOCC1)CC2 (stereo not drawn)	102	-3	102	.	5	.	1	.	.
COc1ccccc1Nc1nc(N)nc(CSc2ncccn2)n1	108	2	103	12	-2	2	3	-10	10
NC(=O)CNC(=O)[C@@H]1CC2(CC(c3ccc(Cl)cc3)=NO2)CN1C(=O)c1ccccc1 (stereo partly drawn)	100	3	99	6	4	-28	0	30	3
Cc1ccc(C)c(NC(=S)N(C)CCO)c1	91	8	95	13	4	11	-14	1	3
COC(=O)c1ccc(CN2CCCC(C(=O)c3ccccc3OC)C2)cc1 (stereo not drawn)	112	4	108	15	2	-3	5	1	1
CCOC(=O)c1ccc2c(c1)N(C)C(=O)c1ccccc1S2	102	3	107	10	-6	14	7	-18	6

Additional compounds follow:
SMILES	MEKK2wt PB1 HTS	IDE inh	MEKK3 PB1 HTS	NALP1 inh	IDE cell activ	pCIP destab	MEKK2 mut-MEK5	UBC9 SUMO inh	PfM18AAP inh
CCC(=O)Nc1cccc(NC(=O)c2cccc([N+](=O)[O-])c2C)c1	109	1	103	17	0	5	-5	-1	1
CCN(CC(=O)NCc1cccs1)c1ccc(S(=O)(=O)N2CCN(C)CC2)cn1	100	0	101	39*	2	-2	3	16	-4
CN1C(=O)NC(c2ccccc2)(C(F)(F)F)S/C1=C(/C#N)c1nnc(N2CCOCC2)n1-c1ccccc1 (stereo not drawn)	96	6	95	-6	-5	0	-2	-3	7
CCS(=O)(=O)CCSc1nc2c(cc1C#N)CCCC2	104	-4	105	-13	2	-23	5	-4	-8
C/C(=N\NC(=O)Cc1cc(=O)[nH][nH]1)c1cccc([N+](=O)[O-])c1	91	2	87	16	-2	-10	-5	9	15
O=C(CN1C(=O)NC2(CCCC2)C1=O)N1CCN(S(=O)(=O)c2ccccc2F)CC1	103	-1	97	13	-3	3	4	1	0
Cc1cc(Cl)ccc1OCCCC(=O)N1CCN(C)CC1	96	9	97	-1	0	0	2	-6	-3
CC(C)(C)OC(=O)N1CCNc2ccccc2C1	105	4	103	31	-2	2	2	1	1
O=C(O)CCN1C(=O)/C(=C2\C(=O)N(Cc3ccc(F)cc3)c3ccccc32)SC1=S	98	4	98	-5	2	0	-4	-74	3
Cc1onc(-c2ccccc2)c1C(=O)OCCOc1ccccc1F	91	4	102	-8	4	-6	0	-26	2
Cc1oc(-c2ccccc2F)nc1CS(=O)CC(=O)NCc1ccc(Cl)cc1 (stereo not drawn)	106	-5	102	-8	0	1	2	3	5
COc1ccc2[nH]c3c(c2c1)CCN1C(=O)N([C@@H](C)C(=O)NCC2CCCO2)C(=O)[C@]31C (stereo partly drawn)	93	0	94	-10	4	-6	-3	-2	3
O=C(NCc1ccccc1F)C1CCCN1C(=O)NC1CCCCC1 (stereo not drawn)	94	-2	93	-92	0	-12	-1	10	-2
Cc1nn(CCC(=O)NCc2ccc(N(C)C)cc2)c(=O)c2nn(-c3ccccc3)c(C)c12	105	0	104	4	-1	5	2	-1	8
Cn1c(=O)cc(N)n(Cc2ccccc2)c1=O	99	0	103	22	0	-7	5	8	-4
O=c1cnn(Cc2c(Cl)cccc2Cl)c2ccccc12	101	0	99	-15	-2	-3	3	8	2
COc1ccc(NS(=O)(=O)c2ccc(C)c(NC(=O)c3ccc(C)c(S(=O)(=O)N4CCOCC4)c3)c2)cc1	93	7	93	24	1	-7	-1	1	4
CC(=O)Nc1ccc(S(=O)(=O)N2CCOCC2)cc1	96	4	96	-23	0	-2	-8	-19	0
CCOC(=O)c1cc2c(ccn2C)n1CC(=O)N1CCN(c2cccc(C(F)(F)F)c2)CC1	91	-2	96	2	1	13	-1	-15	23
Cc1cccc(NC(=O)CSc2nnc(C)c(=O)n2N)c1C	116	4	104	16	2	1	11	-12	-49
COc1ccc(C2C(=O)N(C3CCCCCC3)CC(=O)N2Cc2ccccc2)cc1OC (stereo not drawn)	104	2	98	4	0	-19	3	5	2
COc1ccc(NC(=O)c2nn(C)c3c2CS(=O)(=O)c2ccccc2-3)cc1	106	1	105	9	-5	-4	8	4	2
CNC(=O)C1CCN(S(=O)(=O)c2c(C)noc2/C=C/c2ccccc2F)CC1	107	0	101	4	1	-10	5	9	3
COC(=O)c1ccc(COc2ccc(/C=N/NC(N)=S)cc2)o1	93	5	96	-5	.	-5	-3	0	6
Cc1ccccc1OCCCc1c(C)n[nH]c1C	94	0	97	17	-1	-7	-10	24	0

In another format: entries from further up
MEKK2wt PB1 HTS | IDE inh | MEKK3 PB1 HTS | NALP1 inh | IDE cell activ | pCIP destab | MEKK2 mut-MEK5 | UBC9 SUMO inh | PfM18AAP inh | SMILES
109 | 1 | 103 | 17 | 0 | 5 | -5 | -1 | 1 | CCC(=O)Nc1cccc(NC(=O)c2cccc([N+](=O)[O-])c2C)c1
100 | 0 | 101 | 39* | 2 | -2 | 3 | 16 | -4 | CCN(CC(=O)NCc1cccs1)c1ccc(S(=O)(=O)N2CCN(C)CC2)cn1
96 | 6 | 95 | -6 | -5 | 0 | -2 | -3 | 7 | CN1C(=O)NC(c2ccccc2)(C(F)(F)F)S/C1=C(/C#N)c1nnc(N2CCOCC2)n1-c1ccccc1 (stereo not drawn)
104 | -4 | 105 | -13 | 2 | -23 | 5 | -4 | -8 | CCS(=O)(=O)CCSc1nc2c(cc1C#N)CCCC2
91 | 2 | 87 | 16 | -2 | -10 | -5 | 9 | 15 | C/C(=N\NC(=O)Cc1cc(=O)[nH][nH]1)c1cccc([N+](=O)[O-])c1
103 | -1 | 97 | 13 | -3 | 3 | 4 | 1 | 0 | O=C(CN1C(=O)NC2(CCCC2)C1=O)N1CCN(S(=O)(=O)c2ccccc2F)CC1
96 | 9 | 97 | -1 | 0 | 0 | 2 | -6 | -3 | Cc1cc(Cl)ccc1OCCCC(=O)N1CCN(C)CC1
105 | 4 | 103 | 31 | -2 | 2 | 2 | 1 | 1 | CC(C)(C)OC(=O)N1CCNc2ccccc2C1
98 | 4 | 98 | -5 | 2 | 0 | -4 | -74 | 3 | O=C(O)CCN1C(=O)/C(=C2\C(=O)N(Cc3ccc(F)cc3)c3ccccc32)SC1=S
91 | 4 | 102 | -8 | 4 | -6 | 0 | -26 | 2 | Cc1onc(-c2ccccc2)c1C(=O)OCCOc1ccccc1F
106 | -5 | 102 | -8 | 0 | 1 | 2 | 3 | 5 | Cc1oc(-c2ccccc2F)nc1CS(=O)CC(=O)NCc1ccc(Cl)cc1 (stereo not drawn)
93 | 0 | 94 | -10 | 4 | -6 | -3 | -2 | 3 | COc1ccc2[nH]c3c(c2c1)CCN1C(=O)N([C@@H](C)C(=O)NCC2CCCO2)C(=O)[C@]31C (stereo partly drawn)
94 | -2 | 93 | -92 | 0 | -12 | -1 | 10 | -2 | O=C(NCc1ccccc1F)C1CCCN1C(=O)NC1CCCCC1 (stereo not drawn)
105 | 0 | 104 | 4 | -1 | 5 | 2 | -1 | 8 | Cc1nn(CCC(=O)NCc2ccc(N(C)C)cc2)c(=O)c2nn(-c3ccccc3)c(C)c12

Next section
SMILES	MEKK2wt PB1 HTS	IDE inh	MEKK3 PB1 HTS	NALP1 inh	IDE cell activ	pCIP destab	MEKK2 mut-MEK5	UBC9 SUMO inh	PfM18AAP inh
CNC(=S)N1N=C(c2ccc(Br)cc2)CC1c1ccc(OC)cc1 (stereo not drawn)	93	2	97	15	2	-4	-2	-5	7
COc1ccc(Cl)cc1C(=O)O/N=C(\N)c1ccncc1	100	10	102	-14	3	-1	11	-3	2
COc1cccc(-n2nnnc2SCC(=O)NCCc2ccc(OC)c(OC)c2)c1	98	1	99	-2	0	-1	0	-2	-14
CC(=O)Nc1ccc(OCc2nnc(-c3ccc(Cl)cc3)o2)cc1	87	-5	84	-34	3	-5	-48	-2	-8
Cc1ccc2c(c1)/C(=C/c1ccccc1C)C(=O)N2	104	-7	100	23	1	-9	0	-2	9
CCCN(Cc1ccco1)S(=O)(=O)c1ccc(OC)c(OC)c1	96	4	100	-10	3	-4	-2	4	2
CC(C)C1Cc2[nH]c(=O)c(C(=O)O)cc2CO1 (stereo not drawn)	100	3	100	3	8	-2	7	-4	3
CCCCn1c(SCC(=O)c2ccccc2)nc2c1c(=O)[nH]c(=O)n2C	110	9	110	3	0	-2	19	18	-14
CC(C)(C)c1ccc(C(=O)NC(=S)Nc2ccc(N3CCOCC3)cc2)cc1	103	-4	98	19	-1	-3	-2	0	-4
COc1cccc(CCNC(=O)CC2C(=O)NCCN2Cc2ccc(Cl)c(F)c2)c1 (stereo not drawn)	108	-7	94	4	4	8	2	-13	7
c1csc(-c2nnc(-c3ccc(N4CCOCC4)cc3)o2)c1	95	0	100	7	0	-4	-5	33	3
COc1ccc(CCC(=O)Nc2ccc(Br)cn2)cc1	112	0	109	-7	3	-11	9	-3	-10

Some of the compounds tested. The share of hits here may be higher or lower than overall.
